Tau fibril ThT: blocks human tau fibril formation measured by thioflavin T; P10636; recombinant tau K18 P301L, heparin-induced fibrillization, ThT fluorescence; Potency, µM (series often up to 57.4 µM), for the others: at the highest dose activity, negative = inhibition, hits mostly inhibitors; 270,000 compounds, 2.1% hits; AID 1460; also: nearly all actives have a fitted effect of over 55% in size
Target sequence (P10636 561-689 P618L limits assumed): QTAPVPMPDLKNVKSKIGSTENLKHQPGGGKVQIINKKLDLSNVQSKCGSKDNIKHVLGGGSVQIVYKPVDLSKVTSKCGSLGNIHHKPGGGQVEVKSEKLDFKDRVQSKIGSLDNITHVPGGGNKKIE
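Fibril formation assay: tau K18 P301L at 15 uM with trace Alexa 594 label, heparin inducer 20 uM, pH 7 sodium acetate buffer, 37 C for 6 hr; endpoint ThT signal.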
Tau FP inhib: tau fibrillization inhibition (FP); K18 P301L tau heparin fibrillization, Alexa594 FP, 6 h; Potency, µM (top dose mostly 57.7 µM), inactives show top-dose activity, negative = inhibition, most hits filed as inhibitors; 280,000 compounds, 0.39% hits; also: nearly all actives have a fitted effect of over 55% in size
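Heparin (20 uM) drove fibril formation of recombinant tau K18 P301L, 15 uM unlabeled with 0.24 uM Alexa 594 label, for 6 hr at 37 C in 100 mM sodium acetate pH 7. Fluorescence polarization (555/632 nm) read 1 hr after 30 uM ThT.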
TRb SRC2 PPI: inhibitors of human thyroid hormone receptor beta-SRC2 interaction. P10828. TRbeta-SRC2 peptide binding, fluorescence polarization; receptor liganded with 1 µM T3. Potency, µM (doses to about 106 µM), without a hit: at the top dose activity change, negative = inhibition, actives largely listed as inhibitors. 280,000 compounds, 0.065% hits. AID 1469;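 also: plate controls were bound peptide for no effect and peptide without receptor for full effect; nearly all actives have a fitted effect of over 50% in size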
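Each compound concentration gave % activity, normalized to unbound and bound Texas Red SRC2 controls, from polarization read after 5 hr ambient incubation with T3-loaded human TRb LBD.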
L3MBTL1 block: blocks human L3MBTL1; AlphaScreen L3MBTL1–H3K9me1 peptide binding; Potency, µM (titrated, usually from 57.1 µM), for inactives: at the highest dose activity, negative = inhibition, usual class: inhibitors; 230,000 compounds, 0.66% hits; AID 485360; also: nearly all actives have a fitted effect of over 60% in size
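First, the protein-peptide complex forms for 30 min at room temperature (L3MBTL1 50 nM, biotinylated H3K9me1 peptide 75 nM). Next, compounds are pin-transferred and incubated 30 min. Finally, AlphaScreen beads are added and read after 30 min.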
JMJD2E inh: JMJD2E (human) inhibition; Potency, µM (titrated, usually from 57.1 µM), for the others: at the top dose activity change, negative = inhibition, most hits filed as inhibitors; B2RXH2; 230,000 compounds, 1.6% hits; JMJD2E catalytic domain, FDH-coupled NADH fluorescence (FDH is formaldehyde dehydrogenase); active = well fitted inhibition curve with a large enough effect, not every such curve was filed as active; inconclusive = small, poorly fitted or top-dose-only effect, or another doubt; inactive = no such curve, though single readings can be large or run the other way;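 also: 0% = wells with enzyme and -100% = buffer wells without enzyme; nearly all actives have a fitted effect of over 50% in size; many of its hits are not listed in these tables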
Target sequence (B2RXH2 1-337 limits assumed): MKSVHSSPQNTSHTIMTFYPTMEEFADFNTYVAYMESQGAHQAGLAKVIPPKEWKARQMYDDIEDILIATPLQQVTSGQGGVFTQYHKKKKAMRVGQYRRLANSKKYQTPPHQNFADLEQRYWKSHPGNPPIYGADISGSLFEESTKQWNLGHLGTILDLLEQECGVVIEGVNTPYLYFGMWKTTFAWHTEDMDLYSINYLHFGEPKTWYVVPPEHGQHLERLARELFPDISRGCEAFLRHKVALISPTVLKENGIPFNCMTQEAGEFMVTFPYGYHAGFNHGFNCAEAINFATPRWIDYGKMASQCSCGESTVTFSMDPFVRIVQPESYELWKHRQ
TexasRed fluor: counter-screen for TRb-SRC2 inhibitors: fluorescence interference. TRb/SRC2 Texas Red total fluorescence interference. Potency, µM (doses to about 106 µM), without a hit: top-dose fluorescence change, negative = quenching. 280,000 compounds, 0.29% hits. AID 1479; active = well fitted curve in either direction with a large enough effect; inconclusive = small, poorly fitted or top-dose-only effect
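Human TRβ ligand-binding domain (0.6 uM) and Texas Red SRC2 peptide (20 nM) in Tris buffer with 1 uM T3 and 5% DMSO were incubated with pinned compound for 5 hr at ambient temperature. Total fluorescence was computed as S + 2P (555/632 nm).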
RGS12 GoLoco inh: RGS12 GoLoco-Gai1 interaction inhibition; P63096; Gai1:RGS12 GoLoco peptide FP, rhodamine, 10 min; Potency, µM (doses to about 61.6 µM), for the others: top-dose activity, negative = inhibition, hits mostly inhibitors; 230,000 compounds, 0.44% hits; active = well fitted inhibition curve with a large enough effect, not every such curve was filed as active; inactive = no such curve, though single readings can be large or run the other way; also: nearly all actives have a fitted effect of over 30% in size; many of its hits are not listed in these tables
Target sequence (P63096 whole entry, looked up): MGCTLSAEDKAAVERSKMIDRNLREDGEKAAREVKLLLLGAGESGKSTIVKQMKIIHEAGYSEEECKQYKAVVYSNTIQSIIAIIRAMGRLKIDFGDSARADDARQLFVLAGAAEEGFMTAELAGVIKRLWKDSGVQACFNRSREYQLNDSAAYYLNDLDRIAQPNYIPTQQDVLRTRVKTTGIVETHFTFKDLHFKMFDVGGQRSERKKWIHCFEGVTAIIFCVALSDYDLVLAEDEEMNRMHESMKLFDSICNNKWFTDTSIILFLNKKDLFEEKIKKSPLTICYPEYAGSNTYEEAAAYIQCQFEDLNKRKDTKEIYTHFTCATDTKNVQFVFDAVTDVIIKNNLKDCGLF
RECQ1 helicase: inhibitors of human RECQ1 DNA helicase; P46063; 240,000 compounds, 0.54% hits; Potency, µM (doses to about 57.3 µM), inactives show at the top dose activity, negative = inhibition, usual class: inhibitors; RECQ1 DNA unwinding, red fluorescence kinetic read;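 also: plate controls were vehicle for no effect and no enzyme for full effect; nearly all actives have a fitted effect of over 30% in size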
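RECQ1T1 50 nM; forked duplex (20 bp + 30-nt ss tails) 200 nM, ATP 2 mM final; pH 8.0, 2 mM MgCl2, 2.5 ug/ml poly(dI-dC); 15 min compound preincubation; discontinuous kinetic read over 2 h at RT.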
Numbers without * were called inactive; i = inactive; ? = inconclusive; · = not tested or not shown; & = joins results of further samples; [ ] = another dose, or the depositor's remark. Unless noted, calls follow the shape of the dose curve; as a rule, active = well fitted curve in the direction sought with a large enough effect; inconclusive = small, poorly fitted or top-dose-only effect, or another doubt; inactive = no such curve, though single readings can be large; an effect the other way counts as inactive or inconclusive. Unless noted, % is scaled to controls: 0 for no effect and ±100 for the full control effect; potency is read from the fitted curve at half-maximal effect.

mol,RECQ1 helicase,TexasRed fluor,RGS12 GoLoco inh,Tau fibril ThT,Tau FP inhib,L3MBTL1 block,JMJD2E inh,TRb SRC2 PPI
O=[N+]([O-])c1ccc2[nH]c(O)c(N=NC3CS(=O)(=O)CC3O)c2c1 (stereo unspecified),-1%,-6%,8%,-16%,0%,-5%,-5%,-3%
Cc1cccc(NS(=O)(=O)c2c(C)nc3sccn3c2=O)c1C,·,-3%,·,1%,3%,·,·,1%
CCOC(=O)c1oc2ccc(S(=O)(=O)N3CCC(C)CC3)cc2c1C,-2%,1%,-7%,-7%,-7%,2%,0%,-12%
CC1CCN(CC(=O)Nc2ccccc2-c2ccccc2)CC1,0%,-4%,-13%,2%,18%,-11%,1%,-4%
O=S1(=O)CCC(SCc2nc3sccn3c2Br)C1 (stereo unspecified),-4%,-3%,3%,-4%,-4%,-3%,2%,6%
OC(c1ccc(OCc2ccccc2)cc1)c1nnc(-c2ccccc2)o1 (stereo unspecified),i,-6%,1%,-14%,10%,·,-8%,-3%
N#Cc1c(N2CCN(C(=O)c3ccccc3Cl)CC2)nc(-c2ccccc2)c2c1CCCC2,i,0%,2%,-12%,-2%,7%,?,-10%
Cc1ccc(C(=O)Nc2c(C)nc3ccccn3c2=O)cc1,·,-2%,·,4%,-1%,·,·,7%
CCCCn1c(N)c(NCC(C)C)c(=O)[nH]c1=O,-3%,-33%,-6%,-12%,-9%,5%,?,-1%
Nc1cccc2c1C(=O)N(CC(=O)NC13CC4CC(CC(C4)C1)C3)C2=O,-12%,-2%,8%,13%,-4%,4%,?,7%
O=C(O)CSc1c(-c2ccccc2)c2cc(Cl)ccc2[nH]c1=O,7%,0%,7%,1%,?,8%,5%,5%
CC(=O)c1cccc(NC(=S)NC(=O)c2ccc(Br)cc2)c1,-2%,-1%,24%,-4%,-5%,-1%,1%,-3%
Cc1noc(-c2ccc(-c3noc(-c4cccc(Cl)c4)n3)cc2)n1,·,-1%,·,?,12%,·,·,-7%
CC(=O)/C(N=Nc1ccc(-n2ccc(C(F)(F)F)n2)cc1)=C(\C)O,-3%,-4%,5%,?,5%,-14%,-15%,-5%
CCc1nnc(NC(=O)CSc2nc3ccc(OC)cc3[nH]2)s1,i,-2%,13%,?,-1%,0%,-4%,-2%
CCCc1nn2c(=O)cc(COc3ccc(/C=C(\C#N)C(=O)Nc4ccccc4)cc3)nc2s1,·,0%,·,?,0%,·,·,2%
O=C(Nc1cccc([N+](=O)[O-])c1)C12CC3CC(C1)CC(n1cnc([N+](=O)[O-])n1)(C3)C2,-14%,0%,20%,5%,-3%,4%,6%,-20%
Cc1c(C(=O)c2ccccc2)c(=O)n(C)c(=O)n1C,-2%,0%,3%,-3%,1%,·,-7%,0%
COc1ccc2c(C#N)c3ccccn3c2c1,i,-5%,1%,-10%,?,59%[activator],?,-1%
Cc1ccc(NC(=O)c2cc(NC(=O)c3ccccc3C(=O)O)ccc2N2CCCCC2)cc1,19%,-6%,13%,7%,-6%,?,-2%,-5%
Cc1cc(S(=O)(=O)NCc2ccc(S(N)(=O)=O)cc2)c(C)s1,0%,-3%,·,-9%,-5%,-2%,?,1%
CCN(CC)CCNc1nc(-n2nc(C)cc2C)nc2sc3c(c12)CC(C)(C)OC3,-1%,-1%,8%,?,-3%,-9%,?,10%
O=C(NCC1CCCO1)c1cc2c(s1)CCC2 (stereo unspecified),-5%,-2%,-5%,-7%,-5%,7%,7%,10%
O=S(=O)(Nc1nc2ccccc2nc1N1CCN(c2ccccn2)CC1)c1ccc(Cl)cc1,2%,-2%,0%,?,?,0%,?,-7%
COc1ccc(NC(=O)CSc2nnc(C(C)C)n2N)cc1,-8%,-5%,-3%,4%,4%,1%,1%,4%
CCOC(=O)c1c(NC(=O)CN2CCOCC2)sc(C(=O)NC)c1C,-8%,1%,-17%,-4%,-1%,·,-5%,1%
O=C(CN1C(=O)c2cccc3cccc(c23)C1=O)N1CCCCC1,-2%,-3%,-4%,-1%,3%,2%,?,-3%
COC(=O)c1ccc2c(=O)n(NC(C)=O)c(=S)[nH]c2c1,1%,-3%,-7%,-12%,-4%,·,?,4%
CCn1c(-c2ccccc2)csc1=Nc1ccc(O)cc1,i,-2%,-5%,?,13%,?,0%,4%
Cc1cc(C)nc(SCc2nc(N)nc(-c3ccccc3O)n2)n1,-7%,-1%,3%,-12%,1%,·,-15%,12%
O=[N+]([O-])c1c(NCCO)cc(N2CCN(Cc3ccc4c(c3)OCO4)CC2)c2nonc12,-20%,?,-6%,?,11%,-12%,1%,2%
C=CCn1cnc2scc(-c3ccc(C)c(C)c3)c2c1=O,i,-3%,7%,-7%,-6%,7%,15%,7%
CCOC(=O)C1CCN(C(c2ccc(F)cc2)c2sc3nc(-c4ccco4)nn3c2O)CC1 (stereo unspecified),·,1%,·,-7%,-6%,·,·,1%
c1ccc(-c2cn(-c3ccccc3)c3ncnc(N4CCCCC4)c23)cc1,i,-1%,0%,-9%,-4%,·,-22%,1%
Cn1cccc1/C=N/NC(=O)c1cccnc1,5%,-1%,1%,-15%,6%,16%[11.4 µM],-1%,10%
CCOc1ccc(NC(=O)N[C@@H](CCSC)C(=O)OC)cc1,8%,-2%,14%,-10%,-3%,·,2%,4%
Cc1ccccc1CNC(=O)Cc1ccccc1[N+](=O)[O-],-4%,-2%,-3%,-4%,3%,1%,13%,-3%
CCCCCOc1ccc(/C=C/C(=O)Nc2sc(C(C)=O)c(C)c2C(=O)OCC)cc1OC,·,2%,·,-2%,2%,·,·,-6%
COc1ccc(OC)c(CCNc2nc3ccccc3c3nc(-c4cccnc4)nn23)c1,·,?,·,0%,-7%,·,·,-7%
Cn1c(=O)c2c(nc(NCCc3ccccc3)n2Cc2ccc(Cl)c(Cl)c2)n(C)c1=O,·,-2%,·,?,6%,·,·,-6%
COC(=O)[C@@]1(Cc2ccccc2)[C@H]2c3cc(C(=O)N4CCCC4)n(Cc4ccc(OC)c(OC)c4)c3C[C@H]2CN1C(=O)c1ccccc1,-5%,0%,-1%,?,-2%,·,-7%,0%
O=S(=O)(c1ccc(Br)cc1)c1nc(-c2cccs2)oc1SCc1ccccc1F,·,1%,·,-7%,?,·,·,-2%
CC(=O)Nc1ccc(C(=O)OCC(=O)NCc2ccccc2)cc1,i,5%,17%,2%,-6%,7%[11.4 µM],?,0%
COc1cccc2c1Oc1ncccc1N(C(=O)Nc1cccc(Cl)c1)C2,·,0%,·,-15%,-7%,·,·,3%
CCOC(=O)c1ccc2nc(CCC(=O)N[C@H](C(=O)OC)C(C)C)c(=O)n(CC)c2c1,-15%,14%,87%[activator],-3%,4%,-13%,?,-8%
CCCN1C2CCCC1CC(NC(=O)c1ccccc1F)C2 (stereo unspecified),0%,-4%,2%,-15%,8%,0%,-4%,-7%
COC(=O)CN1C(C(=O)c2ccccc2)=C(OC(=O)c2ccc(F)cc2)c2ccccc2S1(=O)=O,·,-1%,·,?,5%,·,·,-2%
O=C(CSc1ncc(-c2ccccc2)[nH]1)Nc1ccccc1,-2%,-2%&-6%,0%,-13%&-16%,12%&11%,·,6%,2%&-7%
CCOc1ccccc1NC(=O)CN1C(=O)CC(c2ccc(C)c(C)c2)=Nc2ccccc21,·,?,·,-8%,6%,·,·,2%
Cc1cc(C)c(NC(=O)CSc2ccc(-c3cccnc3)nn2)c(C)c1,-18%,0%,-6%,-2%,-6%,·,1%,2%

Reformatted: two of the compounds above
Screens in order: RECQ1 helicase, TexasRed fluor, RGS12 GoLoco inh, Tau fibril ThT, Tau FP inhib, L3MBTL1 block, JMJD2E inh, TRb SRC2 PPI
O=[N+]([O-])c1c(NCCO)cc(N2CCN(Cc3ccc4c(c3)OCO4)CC2)c2nonc12
    -20%, ?, -6%, ?, 11%, -12%, 1%, 2%
C=CCn1cnc2scc(-c3ccc(C)c(C)c3)c2c1=O
    i, -3%, 7%, -7%, -6%, 7%, 15%, 7%

Other entries:
mol,RECQ1 helicase,TexasRed fluor,RGS12 GoLoco inh,Tau fibril ThT,Tau FP inhib,L3MBTL1 block,JMJD2E inh,TRb SRC2 PPI
CCCc1cc(=O)n2[nH]c(-c3ccc(C)cc3)cc2n1,8%,-4%,10%,-13%,2%,4%,?,-3%
O=C(c1ccccc1)N(Cc1ccc(F)cc1)C1CCS(=O)(=O)C1 (stereo unspecified),-15%,0%,5%,1%,1%,-5%,10%,-5%
CCOCCn1c(CN2CCN(c3ccc(F)cc3)CC2)nc2c1c(=O)n(C)c(=O)n2C,-13%,-2%,-18%,-5%,-15%,-4%,2%,-11%
COc1ccc(CNC(=O)CCSCc2ccccc2Cl)c(OC)c1,0%,-1%,4%,-10%,6%,0%,1%,0%
Cc1ccc2nc(COc3ccccc3NC(=O)COc3ccccc3Cl)cc(=O)n2c1,·,-3%,·,-1%,-8%,·,·,2%
Cc1cccn2c(=O)c(C(=O)NC(C)c3ccccc3)c(O)nc12 (stereo unspecified),·,-10%,·,0%,-14%,·,·,-1%
O=C1CNC(=O)/C1=C\c1ccc(O)cc1,-11%,0%,5%,-12%,2%,2%,-4%,4%
O=C(COc1ccccc1)NC(=S)Nc1cccc(NC(=O)c2ccccc2Cl)c1,-2%,0%,·,14%,?,6%,-2%,0%
CCN(CC(=O)NCc1ccc(F)cc1)Cc1nc2ccccc2c(=O)[nH]1,0%,-2%,-1%,-1%,-5%,16%,0%,-9%
COc1ccc(CNc2oc(-c3ccc(COc4ccc(Cl)cc4)o3)nc2C#N)cc1,·,7%,·,-3%,0%,·,·,-6%
O=C(Cn1cnc2cc([N+](=O)[O-])ccc2c1=O)NCCc1ccc(Cl)cc1,1%,2%,26%,-17%,6%,3%,3%,3%
CCCC(=O)N(c1ccc(OCC)cc1)C1C=CS(=O)(=O)C1 (stereo unspecified),-5%,0%,3%,7%,-1%,·,7%,8%

These rows are one share of the data; rates above refer to the full screens.
